# aSyn yeast rescue: inhibitors of alpha-synuclein toxicity in yeast | S. cerevisiae alpha-synuclein toxicity rescue, BacTiter-Glo growth, 24 h | Potency, µM (highest dose often 46.1 µM), without a hit: at the highest dose growth rescue (activation), hits mostly activators | 94,000 compounds, 0.02% hits | AID 1347070; active means well fitted activation curve with a large enough effect; inconclusive means small, poorly fitted or top-dose-only effect; further: 0% is about no effect
#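 Growth restoration measured by BacTiter-Glo luminescence after 24 hr at 30 deg C; alpha-synuclein yeast, raffinose-pregrown to mid-log, were added at OD600=0.02 in galactose medium onto pinned compounds.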
# The depositor's hits bear a star; ? = inconclusive; [ ] = dose if it differs, or a comment. Potency means the concentration at half of the fitted maximal effect. A portion of the library; the hit share may differ from the screen's.
entry	Molecule	aSyn yeast rescue
1	Cc1ccccc1OCC(=O)OCc1cc(=O)n2nc(-c3cccs3)sc2n1	-1%
2	COc1ccc(Oc2ncnc3sccc23)cc1	-6%
3	Cc1oc2ccc(OCc3ccc(Cl)cc3)cc2c1C(=O)O	-3%
4	O=C(NCc1ccccc1Cl)c1cc2c(s1)-c1ccc(Cl)cc1SC2	2%
5	C[C@H]1CN([C@@H](C)CO)S(=O)(=O)c2ccc(C#CC3CC3)cc2O[C@@H]1CN(C)S(C)(=O)=O	0%
6	COc1ccc(CCNC(=S)NCc2ccc(Cl)c(Cl)c2)cc1OC	0%
7	CC(=O)Nc1cccc(/C(C)=N\NC(=O)c2ccc(Cn3nc([N+](=O)[O-])c(Cl)c3C)o2)c1	-7%
8	O=S(=O)(c1ccccc1)N1CCN(C(=S)NCc2ccccc2)CC1	3%
9	CC1(C)C2([N+](=O)[O-])CN3CC1([N+](=O)[O-])CN(C2)C3c1ccc(O)c(O)c1 (stereo unspecified)	10%
10	Cc1ccc2nc(N3CCN(C(=O)C4COc5ccccc5O4)CC3)sc2c1 (stereo unspecified)	?
11	COc1ccc(NC(=O)CN(C)S(=O)(=O)c2ccc3[nH]c4c(c3c2)CCCC4)cc1OC	4%
12	Cc1cn2c(=O)cc(COc3cccc(NC(=O)c4ccccc4C)c3)nc2s1	-10%
13	CCOC(=O)C1CCN(C(c2ccccc2)c2c(O)cc(C)n(Cc3ccco3)c2=O)CC1 (stereo unspecified)	9%
14	Cc1ccc(NC(=O)Cn2c(O)c(N=NC(N)=O)c3ccccc32)cc1	10%
15	O=C(Cn1nc(-c2ccc(Cl)cc2)c2ccccc2c1=O)Nc1cccc(Br)c1	4%
16	O=C1CCSC2(C(=O)N(Cc3ccc(F)cc3)c3ccccc32)N1c1ccc(F)c(F)c1 (stereo unspecified)	7%
17	CCc1ccc(NC(=O)CSc2nnc(CC)c(CC)n2)cc1	6%
18	CCOC(=O)c1oc2ccc(S(=O)(=O)n3nc(-c4cc(OCC)c(OCC)c(OCC)c4)cc3N)cc2c1C	5%
19	Cc1cc(C)c(C(=O)COC(=O)CNC(=O)c2ccccc2C)c(C)c1	13%
20	CCOc1ccc(N=c2cc(-c3ccc(OC)cc3)oc3ccccc23)cc1	-5%
21	COc1ccc(-c2cc3c(=O)n(CC(=O)NCc4ccc(C)cc4)ncn3n2)cc1	3%
22	Cc1ccc(CN(C(=O)COc2ccccc2[N+](=O)[O-])c2ccccn2)o1	7%
23	O=C(NCCc1ccccc1)c1ccc(Cn2c(=O)c3cccn3c3cccnc32)cc1	1%
24	CCN1CCN(C(c2ccc(F)cc2)c2c(O)cc(C)n(CCOC)c2=O)CC1 (stereo unspecified)	3%
25	Cc1cc2c(cc1C)/C(=N/NC(=O)c1ccccn1)CCC2	-4%
26	CCOc1ccccc1C1CC(=O)Oc2c1c(=O)n(C)c1ccccc21 (stereo unspecified)	9%
27	C[C@H](CO)N1C[C@H](C)[C@@H](CN(C)S(=O)(=O)c2ccccc2F)OCc2cnnn2CCCC1=O	0%
28	CN(CC(=O)NCc1cccs1)CC(=O)Nc1ccccc1Cl	-8%
29	COc1cc(C(=O)NCC(c2ccc(Cl)cc2)N2CCOCC2)cc(OC)c1OC (stereo unspecified)	-2%
30	CCCCc1nc2ccccc2n2c(-c3ccc(C)cc3)c3c(=O)n(C)c(=O)n(C)c3c12	-1%
31	O=C(Nc1ccc(F)cc1F)c1ccc2c(=O)n3c(nc2c1)CCCCC3	0%
32	CN(C(=O)CCc1nc(-c2ccccc2F)no1)c1ccc(Cl)cc1	16%
33	CCOC(=O)c1c(S(=O)(=O)N2CCN(c3cccc(C(F)(F)F)c3)CC2)c(C)n(C)c1C	-17%
34	Cc1ccc(NC(=O)CSc2nc(C)c(Cc3ccccc3)c(=O)[nH]2)cc1C	-7%
35	CCn1cc(C(=O)NCCCN2CCCC(C)C2)c(=O)c2cc(S(=O)(=O)N(C)C3CCCCC3)ccc21 (stereo unspecified)	-1%
36	O=C(CN1CCSc2ccccc21)NCc1ccccc1F	1%
37	CCOc1ccc(CC(=N)C2=C(O)CC(C)(C)CC2=O)cc1OCC	9%
38	Cc1ccc2nc(CSc3nnc(NC(=O)C(C)C)s3)cc(=O)n2c1	4%
39	O=C(CSc1nnc2scc(-c3ccccc3)n12)c1ccc2c(c1)OCCO2	2%
40	O=C(Cn1nnc(-c2ccc(F)cc2)n1)NC(=O)NC1CCCCC1	3%
41	CCCCn1c(SCC(=O)c2ccccc2)nc2c(sc3ccccc32)c1=O	0%
42	COc1ccc2nc(Nc3nc(CSc4ccc(C)cc4)cc(=O)[nH]3)nc(C)c2c1	14%
43	Cc1c(C(=O)N2CCCC2)oc2c1-c1nn(CC(=O)NCc3ccc(OC(C)C)cc3)cc1CC2	4%
44	COc1cccc(C2C(C(=O)Nc3ccc(C)cc3C)=C(C)Nc3c(C(=O)Nc4cccc(C)c4)cnn32)c1OC (stereo unspecified)	3%
45	COc1ccc(CNC(=O)c2cc(-c3cccs3)nc3ccccc23)c(OC)c1	-17%
46	O=C(Cc1ccccc1[N+](=O)[O-])N1CCc2ccccc2C1	6%
47	Cc1ccc(Nc2nc(N)nc(CCl)n2)c(C)c1	-9%
48	Cn1cc(/C=C(\NC(=O)c2ccccc2)C(=O)NCCCn2ccnc2)c2ccccc21	-13%
49	OC(COc1ccc(F)cc1Cl)CN1CCc2ccccc2C1 (stereo unspecified)	11%
50	C[C@H](CO)N1C[C@H](C)[C@@H](CN(C)Cc2cccnc2)OCc2cnnn2CCCC1=O	-5%
51	O=S(=O)(NCc1csc(-c2cccnc2)n1)c1ccc(Cl)s1	1%
52	Cc1cc(NC(=O)c2ccc(OCC3CCCO3)cc2)ccc1Br (stereo unspecified)	0%
53	Cc1ccc(CNC(=O)c2cc3cc(C)ccc3n2C)cc1	-2%
54	CCOC(=O)c1ccccc1NC(=O)COC(=O)CC(C)(C)CC1=NS(=O)(=O)c2ccccc2N1	-1%
55	Nc1nn(-c2cccc(F)n2)cc1-c1ccccc1	-4%
56	CCC1CCCCN1C(=O)c1nn(-c2ccc(C)cc2)c(=O)c2c1c1ccccc1n2C (stereo unspecified)	-8%
57	O=C(COC(=O)c1cn(-c2ccccc2)nc1-c1ccccc1)Nc1ncc(Cl)cc1Cl	3%
58	CCOc1ccc(NC2SC(=O)N(Cc3ccccc3)C2=O)cc1 (stereo unspecified)	6%
59	O=c1[nH]c(SCc2ccc(F)cc2)nc2c1CCCC2	0%
60	COc1ccc(CCN2CC(C(=O)Nc3cc(F)ccc3F)CC2=O)cc1OC (stereo unspecified)	-2%

# Continued.
entry	Molecule	aSyn yeast rescue
61	Cc1csc(SCC(=O)Nc2ccccc2[N+](=O)[O-])n1	16%
62	O=C(CN(c1ccccc1)S(=O)(=O)c1ccccc1[N+](=O)[O-])Nc1ccccc1C(=O)N1CCOCC1	-14%
63	COc1ccc(NC(=O)NCC2CCN(Cc3ccccc3F)CC2)c(OC)c1	4%
64	COc1ccc(CNC(=O)CSc2ncc3c(n2)-c2ccc(Cl)cc2N(Cc2ccccc2)S3(=O)=O)cc1	-6%
65	Cc1ccc(NC(=O)c2cc(-c3ccc(Br)s3)nc3ccccc23)cc1F	-7%
66	CCOc1ccc(CNC(=O)c2cc(=O)[nH]c3ccc(S(=O)(=O)N4CCCC4)cc23)cc1	-2%
67	COc1ccc(N2CCN(C(=O)[C@@H](NC(=O)c3cc(OC)cc(OC)c3)C(C)C)CC2)cc1	6%
68	Cc1cccc(-c2nnc(SCC(=O)NC3CCCCC3)o2)c1	7%
69	COc1ccccc1N(C)S(=O)(=O)c1ccc(Cl)c(C(=O)NCc2cccnc2)c1	-5%
70	Cc1cccc(C)c1OCc1nnc(SCC(=O)Nc2cccc(C(=O)N3CCOCC3)c2)n1C	2%
71	O=[N+]([O-])c1ccc(NCc2ccncc2)cc1	-1%
72	COc1ccc(OC)c(C2Nc3c(Cl)ccc(C(=O)O)c3C3C=CCC32)c1 (stereo unspecified)	-54%[inhibitor]
73	O=C1S/C(=C\c2ccc(N3CCOCC3)o2)C(=O)N1c1ccccc1	3%
74	Cc1nn(CCC(=O)N2CCN(c3ccccc3F)CC2)c(C)c1S(=O)(=O)N1CCCC1	-11%
75	COc1ccc(C(=O)N2CCc3cc(OC)c(OC)cc3C2c2ccc(OC)c(OC)c2)cc1 (stereo unspecified)	4%
76	Cn1cnnc1SCC(=O)N1CCc2ccccc2C1	8%
77	CCOCCCNC(=O)Cn1ncc2c([nH]c3ccccc32)c1=O	0%
78	Cc1cc(=O)oc2cc(NC(=O)CCOc3ccccc3)ccc12	4%
79	Cc1ccc(C)c(OCc2nc3ccccc3n2C)c1	-17%
80	COC(=O)C1C2CC3c4[nH]c5cc(OC)ccc5c4CCN3CC2CC(OC2CCCCO2)C1OC (stereo unspecified)	2%

# Looked up by structure from above, two records:
entry	Molecule	aSyn yeast rescue
73	O=C1S/C(=C\c2ccc(N3CCOCC3)o2)C(=O)N1c1ccccc1	3%
69	COc1ccccc1N(C)S(=O)(=O)c1ccc(Cl)c(C(=O)NCc2cccnc2)c1	-5%

# Later entries
entry	Molecule	aSyn yeast rescue
81	CN(Cc1cc(=O)[nH]c2ccccc12)C(=O)c1ccccc1	-9%
82	CC(=O)c1cccc(NC(=O)c2nc3ccccc3n(C)c2=O)c1	-6%
83	Cc1cc(N2CCN(c3ccccc3F)CC2)n2cnnc2n1	5%
84	COc1cccc(C(=O)NCCS(=O)(=O)N2CCN(c3ccccc3)CC2)c1OC	2%
85	COc1ccccc1OCC(=O)N1CCC(c2nc3ccccc3o2)CC1	3%
86	CCOC(=O)C1CCCN(C(=O)COc2ccc(N(C)S(=O)(=O)c3ccc(F)cc3)cc2)C1 (stereo unspecified)	5%
87	CC(=O)Nc1ccccc1-c1nc2ccccc2n(CC(=O)c2ccc(Br)cc2)c1=O	-6%
88	O=C(Cn1cc(C(=O)C2CCCCC2)c2ccccc21)Nc1ccccc1Cl	4%
89	CCc1ccccc1NC(=O)c1nc(-c2ccncc2)no1	-7%
90	CCOc1ccccc1NC(=O)Nc1ccccc1OCc1cc(=O)n2ccccc2n1	2%
91	COc1ccc(CNC(=O)N2CCN(c3ccccc3)CC2)cc1	1%
92	O=C(CN(C(=O)c1csnn1)c1ccc(Br)cc1)NC1CCCCC1	-3%
93	Cc1ccc(C(=O)c2sc(Nc3ccc(F)cc3)c(C#N)c2N)cc1	-11%
94	COc1ccc(C)cc1NC(=O)CC1NCCNC1=O (stereo unspecified)	-4%
95	O=C(c1ccco1)N1CC2(CC(c3ccc(Cl)cc3)=NO2)CN1Cc1ccc(Br)cc1 (stereo unspecified)	3%
96	O=C(c1ccc(S(=O)(=O)Cc2cc(F)ccc2F)c([N+](=O)[O-])c1)N1CCOCC1	14%
97	O=C(c1ccco1)N1CCN(C(=O)c2cnn(-c3ccc(F)cc3)c2-n2cccc2)CC1	1%
98	Cc1ccc2c(CC(=O)Nc3ccc(S(=O)(=O)N4CCC(C)CC4)cc3)coc2c1	?

# Grouped by structure, the compounds so far containing a Cl atom.
entry	Molecule	aSyn yeast rescue
3	Cc1oc2ccc(OCc3ccc(Cl)cc3)cc2c1C(=O)O	-3%
4	O=C(NCc1ccccc1Cl)c1cc2c(s1)-c1ccc(Cl)cc1SC2	2%
6	COc1ccc(CCNC(=S)NCc2ccc(Cl)c(Cl)c2)cc1OC	0%
7	CC(=O)Nc1cccc(/C(C)=N\NC(=O)c2ccc(Cn3nc([N+](=O)[O-])c(Cl)c3C)o2)c1	-7%
15	O=C(Cn1nc(-c2ccc(Cl)cc2)c2ccccc2c1=O)Nc1cccc(Br)c1	4%
28	CN(CC(=O)NCc1cccs1)CC(=O)Nc1ccccc1Cl	-8%
29	COc1cc(C(=O)NCC(c2ccc(Cl)cc2)N2CCOCC2)cc(OC)c1OC (stereo unspecified)	-2%
32	CN(C(=O)CCc1nc(-c2ccccc2F)no1)c1ccc(Cl)cc1	16%
47	Cc1ccc(Nc2nc(N)nc(CCl)n2)c(C)c1	-9%
49	OC(COc1ccc(F)cc1Cl)CN1CCc2ccccc2C1 (stereo unspecified)	11%
51	O=S(=O)(NCc1csc(-c2cccnc2)n1)c1ccc(Cl)s1	1%
57	O=C(COC(=O)c1cn(-c2ccccc2)nc1-c1ccccc1)Nc1ncc(Cl)cc1Cl	3%
64	COc1ccc(CNC(=O)CSc2ncc3c(n2)-c2ccc(Cl)cc2N(Cc2ccccc2)S3(=O)=O)cc1	-6%
69	COc1ccccc1N(C)S(=O)(=O)c1ccc(Cl)c(C(=O)NCc2cccnc2)c1	-5%
72	COc1ccc(OC)c(C2Nc3c(Cl)ccc(C(=O)O)c3C3C=CCC32)c1 (stereo unspecified)	-54%[inhibitor]
88	O=C(Cn1cc(C(=O)C2CCCCC2)c2ccccc21)Nc1ccccc1Cl	4%
95	O=C(c1ccco1)N1CC2(CC(c3ccc(Cl)cc3)=NO2)CN1Cc1ccc(Br)cc1 (stereo unspecified)	3%
